Mac1 fbg enh – CD11b/CD18-fibrinogen binding enhancement; activation, % at 10 µM; K562 CD11b/CD18 adhesion to fibrinogen, ATPlite luminescence; AID 1499; 93,000 compounds, 0.07% hits; P05107+P11215;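 active = 10 µM primary screen giving 50% or more activity, confirmed by 40% or more on retest at that dose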; note: strong numbers were not always called active; reference of the scale not given here
CD11b adhes inh – inhibitors of human CD11b/CD18 binding to fibrinogen | 93,000 compounds, 0.54% hits | AID 1497 | P05107+P11215 | inhibition, % at 10 µM | K562 CD11b/CD18 adhesion to fibrinogen, ATPlite luminescence; Mn2+ added to activate the integrin;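 active = primary inhibition of 50% or more at 10 µM, then 40% or more on retest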; note: some results filed as inactive read as strong as hits
MT1-MMP txn act – MT1-MMP promoter transcription activation; 86,000 compounds, 0.16% hits; activation factor at 10 µM; HT1080 MT1-MMP promoter luciferase reporter, luminescence, overnight; active compounds read high; AID 750;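 active = activation factor of at least 2 for MT1-MMP transcription at 10 µM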
CYP2C19 inhib – inhibitors of human CYP2C19 | P33261 | 96,000 compounds, 21% hits | AID 778 | CYP2C19 Supersomes, luciferin-H EGE luminescence, 30 min | inhibition, % at 5 µM;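 active = CYP2C19 inhibition above a set limit at 5 µM in the primary screen, cut at about 50% in these data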;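 note: plate controls were negative control wells for no effect and 2.5 mM tranylcypromine positive control for full effect; values of inactives mirror those of a sister screen read the other way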
PLAP activator – activates human placental alkaline phosphatase. P05187. purified PLAP enzyme, luminescent substrate read-out; active compounds read high. activation fold at 20 µM. 96,000 compounds, 1.2% hits; in the data active = activation fold above about 2
CYP2C19 act – increases human CYP2C19 enzyme activity | activation factor at 5 µM | 96,000 tested, under 10 active | recombinant CYP2C19, luciferin-H EGE luminescence; active compounds read high; 0 = fully inhibited enzyme, 1 = untreated enzyme | AID 1025;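 active = activation factor of at least 2 at 5 µM in the primary screen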;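 note: 0 = wells with 2.5 mM tranylcypromine and 1 = vehicle-only wells; values of inactives mirror those of a sister screen read the other way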
Pyk2 oligo antag – antagonists of human Pyk2 oligomerization; Q14289; Q293 cells, Pyk2 FERM NanoBiT luminescence; active compounds read low; z-score (the deposit names both 25 µM and 10 µM); 99,000 compounds, 0.83% hits; AID 1347419;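 active = Z-score of -3 or lower, scaled per plate to the spread of control and sample wells; inactive = z-score above -3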;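 note: negative z-score means lost luminescence so less FERM oligomerization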
CYP2C9 act – CYP2C9 (human) activation; 96,000 compounds, 1.4% hits; recombinant CYP2C9, luciferin-H conversion, luminescence; active compounds read high; factor 1 = untreated enzyme, 0 = blocked; activation factor at 5 µM; AID 1024; P11712;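 active = activation factor of 2 or more for CYP2C9 at a 5 µM dose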;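 note: 0 = sulfaphenazole-blocked wells and 1 = vehicle-only wells; values of inactives mirror those of a sister screen read the other way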
Target sequence (P11712 whole entry, looked up): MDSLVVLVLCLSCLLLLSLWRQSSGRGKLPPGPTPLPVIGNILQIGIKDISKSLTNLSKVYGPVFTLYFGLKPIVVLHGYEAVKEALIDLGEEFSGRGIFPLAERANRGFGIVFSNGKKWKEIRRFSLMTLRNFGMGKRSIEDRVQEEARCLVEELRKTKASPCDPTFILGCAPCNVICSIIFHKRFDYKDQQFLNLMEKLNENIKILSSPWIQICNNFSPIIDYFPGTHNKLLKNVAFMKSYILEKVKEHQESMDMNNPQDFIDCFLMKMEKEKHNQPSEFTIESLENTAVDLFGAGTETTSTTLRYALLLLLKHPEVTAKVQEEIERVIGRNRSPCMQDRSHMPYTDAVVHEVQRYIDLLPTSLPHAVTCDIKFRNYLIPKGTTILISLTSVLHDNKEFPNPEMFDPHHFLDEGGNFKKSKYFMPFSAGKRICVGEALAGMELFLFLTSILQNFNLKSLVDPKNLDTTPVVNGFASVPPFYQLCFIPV
CYP2C9 inh – inhibitors of human CYP2C9. CYP2C9 Supersomes, luciferin-H conversion, luminescence. inhibition, % at 5 µM. 96,000 compounds, 20% hits;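 active = blocking of liver enzyme CYP2C9 beyond about 50% at 5 µM, limit read from the data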; note: values of inactives mirror those of a sister screen read the other way
* marks the source's active call; other numbers are inactive results; / = not tested or not shown.

SMILES	Mac1 fbg enh	CD11b adhes inh	MT1-MMP txn act	CYP2C19 inhib	PLAP activator	CYP2C19 act	Pyk2 oligo antag	CYP2C9 act	CYP2C9 inh
Cc1nn(-c2ccccc2)c2c1C1(C(=O)N(C(C)C)c3ccccc31)C(C#N)=C(N)O2 (centres undefined)	-3	8	1.1	48	1	0.5	-1.8	0.5	46
CC(=O)N1CCc2cc(S(=O)(=O)NCCC(=O)NC3CCN(Cc4ccccc4)CC3)ccc21	-7	-10	1.2	-2	1.4	1	-0.79	0.9	10
COc1ccc(S(=O)(=O)N(CC(=O)NCc2ccco2)c2ccccc2)cc1	-2	13	1.2	56*	1.1	0.4	-0.81	0.6	42
O=C(NCc1ccc2c(c1)OCO2)c1ccc(S(=O)(=O)NCC2CCCO2)cc1 (centres undefined)	1	4	1.4	-16	1	1.2	0.95	0.7	30
O=C(NCc1ccccc1Cl)C1CCN(C(=O)c2sccc2-n2cccc2)CC1	2	10	1.1	61*	1.3	0.4	/	0.8	25
COc1cc2c(cc1OC)C(C(=O)N1CCN(c3ccccn3)CC1)C(c1cccs1)N(C)C2=O (centres undefined)	/	/	1.1	2	1.3	1	-0.24	0.9	9
O=C(Nc1ccncc1)c1ccccc1F	0	-9	1.1	64*	0.9	0.4	-0.41	0.6	45
Clc1ccc(CSc2nc3ccncc3[nH]2)cc1	-18	88*	/	98*	1.9	0	/	0.1	89*
CCOC(=O)c1nn(-c2ccccc2)c(C#N)c1NC(=O)c1nn(CC)cc1Br	8	-9	1.1	25	1	0.8	-3.5*	0.3	72*
COC(=O)c1oc2ccc(Br)cc2c1NC(C)=O	1	-12	1	15	1	0.9	/	0.7	28
CCN(C1CCCCC1)S(=O)(=O)c1ccc(S(=O)(=O)NCc2ccncc2)cc1	/	/	1	84*	1	0.2	-0.07	0	100*
COc1cc(CNC(=O)c2ccc(Cn3nc(C)c(Cl)c3C)o2)cc(OC)c1	2	-15	1	62*	0.9	0.4	-0.6	1.2	-21
CN(C)C(=O)N1CCCC(C(=O)NCCc2ccccc2)C1 (centres undefined)	/	/	1.3	22	1.1	0.8	0.88	0.9	9
COc1cc(C(=O)N(CCc2ccccc2)C2CC3CCC(C2)N3C)cc(OC)c1OC (centres undefined)	-1	-7	1.1	2	1.7	1	0.86	1	-1
CC1(C)Cc2nc(NCCCO)c(C#N)cc2CO1	-5	-10	1.2	-11	1.1	1.1	-0.4	1	-3
CC1CCc2nc3ccc(S(=O)(=O)N4CCC(C(=O)NC5CCCC5)CC4)cc3c(C(=O)O)c2C1 (centres undefined)	-3	-15	1.1	28	1.4	0.7	/	0.4	60*
COCCNC(=O)COc1ccc(C)c(C)c1	-8	15	/	-4	1.2	1	0.32	1.3	-29
CCCNc1nc2c(c(=O)[nH]c(=O)n2C)n1CCc1ccccc1	-2	-10	1.1	15	1.3	0.8	/	1	5
COC(=O)c1ccc(OC(=O)c2ccco2)cc1	0	-4	1.1	7	0.9	0.9	0.03	0.9	6
COc1ccc[nH]c1=O	-1	-2	1.1	81*	1	0.2	0.14	0.7	33
O=C(Nc1ccc2c(c1)OCCO2)c1cccc2nc3ccccc3nc12	/	/	/	34	1.1	0.7	-2.4	0.6	39
O=C(c1ccccc1)N1CCCOC1c1ccccc1 (centres undefined)	0	11	1.1	-7	0.9	1.1	0.44	1.1	-15
Cc1noc(C)c1S(=O)(=O)Nc1ccc(C(=O)N2CCN(c3cccc(Cl)c3)CC2)cc1	-6	2	1.1	-6	1.8	1.1	0.02	0.2	79*
O=C(CCC(=O)N1CCN(S(=O)(=O)c2ccccc2)CC1)NC1CCCc2ccccc21 (centres undefined)	-4	-1	1	18	1.7	0.8	0.6	0.9	9
Cc1ccc(S(=O)(=O)N2CCCC(NC(=O)N3CCN(c4ccccc4)CC3)C2)cc1 (centres undefined)	-3	4	1.2	74*	1	0.3	-0.42	0.7	32
CCOC(=O)c1c(C)c(C(=O)NCCCOC)c(C)n1C	-2	-1	1.1	11	1.1	0.9	-0.14	1.3	-28
CC(=O)Nc1ccc(NC(=O)c2ccccc2N(C)S(C)(=O)=O)cc1	-2	-2	1	-16	0.8	1.2	-0.05	1.1	-13
Fc1cccc(C[n+]2csc3ccccc32)c1	/	/	/	37	0.9	0.6	0.91	0.4	62*
N#CCCn1c(C2CCCCC2)nc2ccccc21	-2	5	/	-18	1	1.2	0.43	1.2	-17
O=C(NCc1ccco1)C1CC(c2cccc([N+](=O)[O-])c2)=NO1 (centres undefined)	-4	2	/	1	0.8	1	/	1.3	-26
O=C(NC(=S)Nc1ccccc1O)c1ccc(-c2ccc(Cl)cc2)o1	-7	20	/	9	1	0.9	0.41	0.7	30
CC(=O)c1cccc(NS(=O)(=O)c2ccc(N/C=C\C(=O)c3ccc(C)cc3)cc2)c1	-3	-6	/	15	1.1	0.8	-0.24	0.4	65*
Cc1ccc2nc(NC(=O)c3ccc4ncsc4c3)sc2c1	0	31	/	17	1	0.8	/	0.7	26
O=C(CS(=O)c1ccc(C(F)(F)F)cc1[N+](=O)[O-])Oc1ccccc1 (centres undefined)	-7	1	1	33	0.9	0.7	-0.18	1	-1
COc1ccc(NC(=O)c2nc[nH]c2C(=O)Nc2ccccc2C)cc1	12	11	0.9	12	1	0.9	1.1	0.6	40
Cc1ccc(CSc2nnnn2C)cc1	-1	-4	1.2	74*	0.8	0.3	0.2	0.9	12
COc1ccc(-n2c3c(cc(C(=O)N4CCN(CCO)CC4)c2=O)C(=O)CC(C)(C)C3)cc1	3	1	/	5	0.9	1	0.36	1.1	-8
CCOc1ccc(C(Nc2ccc(C)cc2)P2(=O)OCC(C)(C)CO2)cc1 (centres undefined)	-2	4	1.2	8	1.3	0.9	1.4	0.9	9
CCCNC(=O)N[C@@H](CCSC)C(=O)OC	-3	-20	1.1	33	0.8	0.7	0.27	0.9	12
CN(C)c1ccc(-c2nn3c(-c4ccc(Cl)cc4Cl)nnc3s2)cc1	56	7	0.6	22	1.2	0.8	/	0.7	33
CC(=O)c1cc(F)c(N2CCCC2)cc1C	-3	20	1.1	-3	1	1	-0.59	0.9	8
Cc1cc(C(=O)Nc2c(F)cc(F)cc2Br)no1	1	-16	1.1	-1	0.9	1	1.5	1.1	-8
CCC(=O)Nc1nc(N)n(-c2ccccc2)n1	-4	1	1.1	-6	0.9	1.1	-0.53	1.1	-7
CC(C)[C@H](N)c1nnc(SC/C=C/c2ccccc2)o1	/	/	1	82*	1.2	0.2	-0.02	0.8	16
Cc1ccc(S(=O)(=O)Cc2c(C)noc2C)cc1	-2	9	/	100*	1.2	0	-0.15	0.9	11
Cc1cccc(-n2c(SCC(=O)Nc3nonc3C)nnc2-c2ccoc2C)c1	/	/	1.1	45	1.2	0.6	-0.28	0.5	54*
Cc1nn(CCc2nc(-c3ccco3)cs2)c2[nH]c(=O)cc(C(F)(F)F)c12	-4	36	1.3	56*	1.3	0.4	0.02	0.3	71*
CCOC(=O)C(Cc1c(F)cccc1F)(NC(C)=O)C(=O)OCC	-1	-3	1.1	4	1	1	0.24	0.9	14
COc1ccc(CCC(=O)Nc2ccc3c(c2)OCCO3)cc1	-3	-2	1.3	6	1.1	0.9	0.74	0.7	32
COc1ccc(OC)c(NC(=O)CNC(=O)Cn2c(C)cc3ccccc3c2=O)c1	-6	-27	0.9	34	1.5	0.7	-0.89	0.9	9

Three entries picked at random from those above, as already listed:
SMILES	Mac1 fbg enh	CD11b adhes inh	MT1-MMP txn act	CYP2C19 inhib	PLAP activator	CYP2C19 act	Pyk2 oligo antag	CYP2C9 act	CYP2C9 inh
Cc1ccc(S(=O)(=O)Cc2c(C)noc2C)cc1	-2	9	/	100*	1.2	0	-0.15	0.9	11
CCOc1ccc(C(Nc2ccc(C)cc2)P2(=O)OCC(C)(C)CO2)cc1 (centres undefined)	-2	4	1.2	8	1.3	0.9	1.4	0.9	9
CC(=O)c1cc(F)c(N2CCCC2)cc1C	-3	20	1.1	-3	1	1	-0.59	0.9	8

(next part)
SMILES	Mac1 fbg enh	CD11b adhes inh	MT1-MMP txn act	CYP2C19 inhib	PLAP activator	CYP2C19 act	Pyk2 oligo antag	CYP2C9 act	CYP2C9 inh
O=C(O)CCc1ncc(C(F)(F)F)cc1Cl	-2	4	1	-3	1	1	0.96	1	1
Cc1ccc(-c2nnc3n2N=C(c2ccccc2Br)CS3)cc1	2	-18	1	41	0.8	0.6	-1.6	0.6	43
Cc1cccc(C(C)C)c1NC(=O)c1cccnc1	5	-4	1	-12	0.9	1.1	-1.1	1.1	-9
O=S(=O)(NCCc1csc(-c2ccc(C(F)(F)F)cc2)n1)c1ccc2c(c1)OCCO2	-9	82	/	38	1.1	0.6	/	1.2	-21
COC(=O)c1ccc2c(c1)NC(=O)C(N1CCCCC1)S2 (centres undefined)	1	-1	1.2	15	1	0.9	-0.1	0.7	26
COc1ccc(C(=O)c2c[nH]c3ccccc23)cc1	-1	2	/	41	0.8	0.6	-1.8	0.6	42
O=C(NS(=O)(=O)c1ccccc1)c1ccccc1	-4	-1	1.2	-17	1.1	1.2	0.99	0.8	19
COC(=O)c1ccc(OCC(O)CN2C(=O)NC(C)(C)C2=O)cc1 (centres undefined)	-2	2	1.1	38	1.1	0.6	0.51	0.9	14
O=S(=O)(Cc1ccccc1)N1CCC(c2nc(-c3cccs3)no2)CC1	-6	0	1.3	41	1.2	0.6	-1.2	0.3	68*
COCCN(CCOC)Cc1c(C)[nH]c2ccccc2c1=O	2	-2	1	65*	1.1	0.4	0.38	0.7	35
CCN(CC)C(NC(=O)c1ccccc1)C(=O)c1ccccc1 (centres undefined)	-2	-14	1.6	60*	1.2	0.4	-0.06	0.4	62*
CCCc1nnc(NC(=O)CCC(=O)N2CCCCCC2)s1	1	15	1.2	8	1.3	0.9	1.7	1	-3

Bioassay records as filed in PubChem BioAssay.
